Source: PubChem BioAssay (several laboratories)
GlmU inhibition: inhibition of mycobacterial GlmU enzyme – biochemical, glucosamine-1-phosphate acetyltransferase (AID 1376) | M. tuberculosis GlmU acetyltransferase enzyme assay; higher % means a stronger effect | Bifunctional protein GlmU (Mycobacterium tuberculosis (strain ATCC 25618 / H37Rv)) | actives 0.25% (n = 220,000) | inhibition, %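 (tested at 30 µM in the primary screen)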; hits with a dose series show IC50 in µM; in the data active = inhibition above about 13%;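 note: 0% = complete reaction with vehicle and 100% = reaction without substrate; strong numbers were not always called active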
Mtb RmlCD inh: M. tuberculosis RmlC/RmlD coupled enzyme inhibitors, primary screen, biochemical, compound mixtures, 384-well, from 1536-well plates; dTDP-4-dehydrorhamnose reductase (Mycobacterium tuberculosis (strain ATCC 25618 / H37Rv)) …; RmlC+RmlD coupled enzyme assay, percent inhibition; primary screen in compound mixtures; inhibition, % at 3.6 µM; actives 0.03% (n = 160,000); in the data active = inhibition mostly above about 34%, no sharp cut-off; note: some results filed as inactive read as strong as hits
Target sequence (P9WH09 whole entry, looked up): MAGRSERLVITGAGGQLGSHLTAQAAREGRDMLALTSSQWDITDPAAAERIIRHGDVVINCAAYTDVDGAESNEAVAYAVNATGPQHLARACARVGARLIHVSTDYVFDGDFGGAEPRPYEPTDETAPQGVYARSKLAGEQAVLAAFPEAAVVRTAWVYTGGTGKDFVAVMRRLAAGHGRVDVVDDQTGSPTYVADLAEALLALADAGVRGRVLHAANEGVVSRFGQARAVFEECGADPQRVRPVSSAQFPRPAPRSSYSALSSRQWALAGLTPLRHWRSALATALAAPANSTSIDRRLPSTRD
Target sequence (P9WH11 whole entry, looked up): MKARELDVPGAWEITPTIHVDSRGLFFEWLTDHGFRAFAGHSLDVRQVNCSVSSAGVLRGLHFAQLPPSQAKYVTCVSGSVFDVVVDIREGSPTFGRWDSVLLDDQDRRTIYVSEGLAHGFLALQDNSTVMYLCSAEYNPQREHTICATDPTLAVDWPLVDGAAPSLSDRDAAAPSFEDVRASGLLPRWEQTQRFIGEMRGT
* marks the source's active call; other numbers are inactive results; . = no result given.

SMILES	GlmU inhibition	Mtb RmlCD inh
COc1ccc(C)cc1-n1nnnc1SCC1CCCO1 (stereo not given)	-8.0%	13.1
Cc1ccc(S(=O)(=O)NNC(=O)Nc2ccc(Cl)cc2)cc1	4.8%	-7.0
COc1ccc(-c2oc3c4c(cc(OC)c3c(=O)c2CC=C(C)C)OC(C)(C)C=C4)c(OC)c1	-3.6%	.
Cn1cccc1CC(=O)N/N=C/c1ccc([N+](=O)[O-])cc1	.	-7.5
CC1(C)CC(=O)C(C2C3=C(CC(C)(C)CC3=O)Oc3ccccc32)C(=O)C1 (stereo not given)	-0.2%	13.7
Cc1cc(/C(=N/O)C(C)(C)NO)ccc1Cl	2.5%	9.8
Cc1nc(-c2ccc(NC(=O)c3cccs3)cc2)cs1	-6.1%	-12.2
O=C(CN(c1ccc(F)cc1)S(=O)(=O)c1ccc2c(c1)OCCO2)N1CCOCC1	9.5%	.
O=C(COC(=O)Cc1c[nH]c2ccccc12)Nc1ccccc1	5.6%	-3.2
CCOc1cccc(N2C(=O)CC(N3CCC(C(N)=O)(N4CCCCC4)CC3)C2=O)c1 (stereo not given)	1.3%	10.1
O=C1c2cccc3c(N4CCOCC4)c([N+](=O)[O-])cc(c23)C(=O)N1c1cccc2ccccc12	-5.7%	-10.3
O=c1cc(-c2ccccc2Cl)oc2c(NS(=O)(=O)c3cccs3)ccc(O)c12	1.8%	.
O=C(NCCCN1CCN(c2cccc(Cl)c2)CC1)c1nc(-c2ccncc2)no1	-1.7%	.
CC(C)c1ccc(NC(=O)C(=O)C2C(=O)Nc3ccccc32)cc1 (stereo not given)	-0.6%	.
CCCOc1ccc(CC(=O)NNC(=S)Nc2ccccc2)cc1Br	-2.8%	.
COc1cc(S(=O)(=O)N(Cc2ccccn2)Cc2ccccc2Cl)ccc1-n1cnnn1	-0.6%	.
COC(=O)Cn1c(=O)c2c(nc(Br)n2Cc2ccccc2Cl)n(C)c1=O	2.3%	.
COc1ccc(C2c3ccsc3CCN2C(=O)NC(C)(C)C)cc1 (stereo not given)	2.9%	7.6
C/C(CCc1oc2c(Br)cc(Br)cc2c1-c1ccc(C)o1)=N\O	-2.0%	.
O=C(CN(c1ccccc1Cl)S(=O)(=O)c1ccccc1)N/N=C/c1ccccc1C(=O)O	0.7%	-2.9
O=C(O)C1CCCCC1C(=O)NCCCn1ccnc1 (stereo not given)	3.0%	5.8
COc1cc(/C=N/Nc2nc3ccccc3o2)cc(OC)c1O	1.6%	-6.5
CC(C)NC(=O)Cn1nnc(-c2cccc(NC(=O)c3ccccc3F)c2)n1	-5.3%	3.5
Cc1cc(NC(=O)CCC(=O)N(CC(=O)NC2CCCC2)c2cccc(C)c2C)no1	-4.2%	.
O=C(Nc1ccc(F)cc1)c1cccc2c1C(=O)N(Cc1ccccn1)C2	5.7%	11.4

(continued)
SMILES	GlmU inhibition	Mtb RmlCD inh
CCn1c(O)c(C=Nc2ccc(N3CCOCC3)cc2)c(=O)n(CC)c1=S	7.3%	-5.0
C/C(=N\N(C)c1ccccc1)c1c(O)[nH]c(=O)[nH]c1=O	-6.8%	16.4
CC1CN(S(=O)(=O)c2cccc(C(=O)Nc3ccc(S(=O)(=O)Nc4ncccn4)cc3)c2)CC(C)O1 (stereo not given)	2.1%	8.1
CC(=O)N(CCCCl)C(C#N)c1ccccc1 (stereo not given)	1.4%	1.4
Cc1ccc2[nH]c(O)c(N=NC(=O)CCc3ccccc3)c2c1Br	2.8%	-15.9
CCOC(=O)c1c(C)n(-c2ccc(C)cc2)c2c(C(C(C)=O)C(=O)O)c(Br)c(O)c(O)c12 (stereo not given)	1.7%	.
COC(=O)CN(c1ccc(Cl)cc1C)S(C)(=O)=O	-7.9%	-3.1
C#CCOCCOCCOCCNc1nc(N2CCN(C(=O)Cn3cc(CCCCN)nn3)CC2)nc(N2CCN(C(=O)[C@H](C(C)C)n3cc(CCO)nn3)CC2)n1	-3.3%	.
COc1ccc(C(=O)NC(=S)NC(C)(C)C)cc1Br	-2.3%	-9.9
CC(=O)Nc1ccc(NS(C)(=O)=O)cc1	-6.8%	.
O=C(O)c1ccccc1C(=O)NCCc1c(C(=O)O)[nH]c2ccc(Cl)cc12	2.2%	.
COc1ccc(S(=O)(=O)N(CCCN2CCOCC2)Cc2cccc3ccccc23)cc1	-0.2%	-6.7
CCN(C(=O)c1c(-c2ccccc2)noc1C)c1ccccc1	-0.6%	.
CC1=NN(/C(=N\c2nnc(C)s2)Nc2ccccc2)[C@H](c2ccc(C)cc2)S1	0.8%	.
CN=CC1=C(O)C(C(=O)OC)C(C)(C)CC1=O (stereo not given)	0.9%	-2.1
CCOC(=O)N1CCN(C(=O)CSc2cc(C)nc3c(-c4ccccc4OC)c(C)nn23)CC1	4.2%	.
O=C(CSc1ncn[nH]1)N1c2ccccc2Sc2ccccc21	7.3%	-8.5
Cc1ccc(CN2CCN(/N=C/c3cc(Br)cc(Br)c3O)CC2)c(C)c1	-0.4%	-1.6
CCCS(=O)(=O)N1CCN(CCN2C(=O)c3cccc4cccc(c34)C2=O)CC1	-1.2%	2.4
CCC(=O)NC(=S)Nc1ccc(NC(=O)CC)cc1	4.2%	5.7
Cn1c(N2CCCCC2)nc2c1c(=O)n(Cc1cccc(Br)c1)c(=O)n2C	-5.2%	-1.7
O=C(CNS(=O)(=O)c1cccs1)NCc1ccccc1	0.7%	-12.3
O=C(/C=C/c1ccco1)OCc1nnc(-c2ccccc2)o1	4.5%	-16.9
CCCCn1cnc2c(=S)nc(N)[nH]c21	0.9%	.
O=C(COC(=O)C1CC(=O)N(Cc2ccccc2)C1)c1ccc(F)cc1 (stereo not given)	-1.2%	-8.6

As a short view, six of the compounds above.
SMILES	GlmU inhibition	Mtb RmlCD inh
O=C(CSc1ncn[nH]1)N1c2ccccc2Sc2ccccc21	7.3%	-8.5
Cc1ccc(CN2CCN(/N=C/c3cc(Br)cc(Br)c3O)CC2)c(C)c1	-0.4%	-1.6
CCCS(=O)(=O)N1CCN(CCN2C(=O)c3cccc4cccc(c34)C2=O)CC1	-1.2%	2.4
CCC(=O)NC(=S)Nc1ccc(NC(=O)CC)cc1	4.2%	5.7
Cn1c(N2CCCCC2)nc2c1c(=O)n(Cc1cccc(Br)c1)c(=O)n2C	-5.2%	-1.7
O=C(CNS(=O)(=O)c1cccs1)NCc1ccccc1	0.7%	-12.3

5 entries out of the list, ordered by molecular weight, highest first:
SMILES	GlmU inhibition	Mtb RmlCD inh
CCOC(=O)c1c(C)n(-c2ccc(C)cc2)c2c(C(C(C)=O)C(=O)O)c(Br)c(O)c(O)c12 (stereo not given)	1.7%	.
Cn1c(N2CCCCC2)nc2c1c(=O)n(Cc1cccc(Br)c1)c(=O)n2C	-5.2%	-1.7
O=C(CSc1ncn[nH]1)N1c2ccccc2Sc2ccccc21	7.3%	-8.5
O=C(CNS(=O)(=O)c1cccs1)NCc1ccccc1	0.7%	-12.3
CC(=O)Nc1ccc(NS(C)(=O)=O)cc1	-6.8%	.

(listing goes on)
SMILES	GlmU inhibition	Mtb RmlCD inh
COc1cc(C(=O)Nc2ccc3oc(-c4cccnc4)nc3c2)cc(OC)c1OC	6.5%	4.3
COc1ccc(OCC(=O)Nc2ccc(S(=O)(=O)N3CCN(C)CC3)cc2)cc1	-0.7%	7.5
CC1CCCN(C(=O)Cn2cnc3c2c(=O)n(C)c(=O)n3C)C1 (stereo not given)	1.1%	.
COc1ccc(NC(=O)COc2ccc(/C=N/NC(=O)c3cccnc3)cc2OC)cc1	2.1%	3.5
O=c1c(Cc2ccc(F)cc2)c(O)ccn1Cc1cccc(Cl)c1	-3.1%	-12.7
COc1ccc2[nH]c(=O)c(CN(C(=O)COc3ccccc3)C(C)C)cc2c1	0.7%	24.5
CCCC(=O)Nc1ccccc1N1CCN(C(=O)c2ccccc2)CC1	1.2%	62.0
CCCCNC(=O)CCc1nc2cccnc2n1Cc1ccc(OC)cc1	7.0%	-3.8
C(=C\c1ccccc1)/C=N/Nc1nncc(-c2ccccc2)n1	3.4%	-8.9
COc1ccc(C2=C(CN(C)C)C(c3ccccc3)c3ccccc3O2)cc1 (stereo not given)	-0.5%	-5.5
CCc1nnc(NC(=O)COc2ccccc2[N+](=O)[O-])s1	6.3%	-6.1
Cc1nc(NCC2CCCO2)c2nnn(Cc3ccccc3)c2n1 (stereo not given)	0.3%	.
C(#Cc1ccccc1)CN1CCN(c2ccccn2)CC1	2.5%	-3.2
Cc1ccc(S(=O)(=O)Nc2nc3cc(C)c(C)cc3[nH]2)cc1	-2.8%	.
Cn1c(=O)n(Cc2ccccc2Br)c2ccccc21	-1.9%	1.6
Cc1ccc(C(=O)NCC(=O)OC(C)C(=O)Nc2ccc(N3CCOCC3)cc2)s1 (stereo not given)	-1.7%	-4.6
COc1ccc(Br)cc1C(=O)Nc1ccc(Cc2ccncc2)cc1	7.5%	5.4
CC1CCC(NC(=O)COc2ccccc2C(N)=O)CC1 (stereo not given)	2.3%	.
COc1ccc(Br)cc1CNC(C)c1ccccc1 (stereo not given)	5.2%	2.7
COCCN=C1NN=C(c2ccc(NC(C)=O)cc2)CS1	4.0%	.
CCOC(=O)C1=C(Cc2ccc(C)cc2)C(=O)c2ccccc2C1=O	4.2%	.
O=C(NC(=S)Nc1ccc2c(c1)OCO2)c1ccc(Cl)cc1	-5.5%	18.5
CCCC(=O)NCCc1nc2ccccc2n1CCC	-0.3%	4.2
Cc1ccc(S(=O)(=O)N2CCC(C(=O)Nc3nnc(-c4ccc(F)cc4)s3)CC2)cc1	0.5%	6.2
COc1cc(OC)cc(C(=O)N[C@H](C(=O)Nc2ccc3c(c2)OCO3)C(C)C)c1	6.6%	-16.4

Further compounds follow.
SMILES	GlmU inhibition	Mtb RmlCD inh
S=c1nc(C2CC2)[nH]c2ccccc12	3.7%	.
O=C(c1ccccc1)N1CCN(C(=O)c2ccccc2)CC1	1.1%	.
COc1cc(/C=C/C(=O)c2c(O)n(CCc3ccccc3)c(=O)[nH]c2=O)ccc1O	1.4%	-4.3
COC(=O)c1ccc(OCCN2CCCCCC2)cc1	-14.7%	5.2
O=C(N/N=C/c1cc([N+](=O)[O-])cc([N+](=O)[O-])c1O)/C(=C\c1cccs1)NC(=O)c1ccccc1	3.6%	.
Cc1c(C(=O)OC(C)CCN(C)C)oc2ccccc12 (stereo not given)	-4.0%	-5.9
Cc1c(Cl)c(C(F)(F)F)nn1CC(=O)N1CCSCC1	-2.9%	-10.1
NS(=O)(=O)c1ccc(N/N=C/c2ccc[nH]2)c([N+](=O)[O-])c1	0.8%	5.4
O=C(Cn1cc(C(=O)C(F)(F)F)c2ccccc21)NCc1ccco1	-0.3%	2.5
CCCc1nnc2n1N=C(c1ccc(OC)c(OC)c1)CS2	-2.9%	-4.5
CCN(CC)C(=S)NC(=O)Cc1ccccc1	-4.1%	-2.8
Cc1ccc(S(=O)(=O)n2nc(-c3ccco3)nc2N)cc1	1.5%	-5.8
CC(=O)N1SC(N)=NC1c1ccccc1 (stereo not given)	-3.1%	.
O=C(CSc1nnc(-c2ccccn2)n1Cc1ccco1)c1ccccc1	-2.6%	.
COc1ccc([N+](=O)[O-])cc1NC(=O)Nc1ccc(OC)c(OC)c1	-1.6%	3.6
Cc1nc2ccccn2c1-c1ccnn1S(=O)(=O)c1ccc(F)cc1	6.3%	4.1
COc1ccc(C(=O)OCCOc2ccccc2C(C)=O)c(O)c1	-3.8%	11.7
CCOC(=O)C1(CCCc2ccccc2)CCN(C(=O)C(C)n2cncn2)CC1 (stereo not given)	0.4%	-15.3
CC(=O)c1ccc(NC(=O)C2CC(=O)N(C(C)C)C2)cc1 (stereo not given)	-6.0%	.
CC(C)OP(=O)(OC(C)C)C(Nc1ccccn1)c1ccc(F)cc1 (stereo not given)	-0.3%	.
O=C(CCCc1nc(-c2ccccc2)no1)NCc1cccnc1	-1.7%	-1.2
Cc1cc(C)n(CC(O)CN2C(=O)NC(C)(C)C2=O)n1 (stereo not given)	2.0%	.
Cc1ccc(NC(=O)c2cc(-c3ccc(C)o3)nc3ccccc23)nc1	8.1%	-13.2
CCOC(=O)c1nnn(-c2nonc2-n2cccc2)c1CN1CCCCC1	-5.3%	.
O=C(O)CCC(=O)N1CCOc2ccc(Cl)cc21	2.5%	.

Continuation.
SMILES	GlmU inhibition	Mtb RmlCD inh
Cc1[nH]c2ccccc2c1C(=O)CSc1cccc[n+]1[O-]	.	6.4
O=C(c1cccs1)N1CCC(c2nc3ccccc3s2)CC1	-1.5%	3.6
CCCCCn1c(N2CCN(Cc3ccccc3)CC2)nc2c1c(=O)[nH]c(=O)n2C	0.4%	-5.3
O=C1CCc2cc(S(=O)(=O)NCCC(=O)NC3CCN(Cc4ccccc4)CC3)ccc2N1	-6.2%	-2.7
CCN(CC)Cc1oc(CO)cc(=O)c1O	-4.5%	-6.1
O=C(Nn1c(-c2ccc(Br)cc2)nc2ccccc2c1=O)c1cccnc1	0.7%	5.3
Cc1ccc(S(=O)(=O)NC(C(=O)N2CCOCCOCCOCCOCC2)c2ccccc2)cc1 (stereo not given)	-4.5%	10.4
CCOC(=O)C(Oc1ccc2c(-c3ccccc3)cc(=O)oc2c1)c1ccccc1 (stereo not given)	8.0%	-9.0
CC(C)=CC(O)C/C(C)=C/COc1ccc2ccc(=O)oc2c1 (stereo not given)	-0.2%	.
COc1cc(OC)c(C(=O)Oc2ccc3c(c2)OCO3)cc1OC	6.6%	10.1
COc1ccc2nc(SCC(=O)Nc3cc(OC)c(OC)cc3C(=O)O)c(C)cc2c1	3.6%	.
CCc1nnc(NC(=O)CSc2ncc(-c3ccccc3)[nH]2)s1	6.5%	-6.3
N#CC1(c2ccccc2)CCN(C2CC(=O)N(c3cccc(F)c3)C2=O)CC1 (stereo not given)	-2.4%	.

The list is partial (hit frequency here may not be typical).
